# EBV LMP1 NFkB = Epstein-Barr LMP1 NF-kappaB reporter inhibition; inhibition, % at 12.5 µM; LMP1-induced NF-kappaB luciferase reporter cells, luminescence; 0.69% of 350,000 active; AID 504558; in the data active = inhibition above about 41%;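 also: 0% = neutral control wells and 100% = reference inhibitor control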
# C8 TRAIL sens = sensitizes caspase-8 expressing cells to TRAIL; inhibition (viability loss, TRAIL sensitization), % at 10 µM; 1% of 360,000 active; NB7+C8 cells + TRAIL, ATPlite viability luminescence;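 active = compounds causing at least 50% loss of cell viability in the single-dose screen, relative to plate controls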
# TLR9-MyD88 inh = blocks human TLR9 binding to MyD88 | AID 504734 | CHO BLA complementation TLR9-MyD88, CCF4 FRET ratio | 0.21% of 340,000 active | inhibition, % at 4.98 µM;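 active = inhibition above the mean over all tested compounds plus 3 SD, cut at about 21% in these data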;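 also: 0% = DMSO only wells and 100% = clavulanate BLA inhibitor control wells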
# TWEAK-Fn14 inh = TWEAK-Fn14 signaling inhibition; 2% of 360,000 active; TWEAK-stimulated Fn14 reporter cells, luciferase luminescence, 8 h; inhibition, % at 10 µM; in the data active = inhibition above about 50%
# COUP-TFII inh = blocks human COUP-TFII nuclear receptor; P24468; HEK293T NGFI-A luciferase reporter, luminescence; inhibition, % at 8.6 µM; 0.7% of 370,000 active; AID 686940;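 active = inhibition above a per-plate cutoff, mean inhibition of test wells between control levels plus 3 SD, cut at about 38% in these data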;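 also: cells cotransfected with COUP-TFII expression vector driving the NGFI-A reporter; 0% = median of COUP-TF2 test wells and 100% = reporter-only cells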
# SRC2 inh = human SRC2 (NCOA2) inhibition; 0.17% of 370,000 active; HEK293 GAL4-SRC2 luciferase reporter, luminescence; Q15596; inhibition, % at 9 µM;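 active = inhibition above the mean inhibition of all tested compounds plus 3 SD, set per campaign, cut at about 52% in these data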;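 also: 0% = DMSO treated cells and 100% = cells given Gossypol at 36 µM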
# LRH-1 inv ag = NR5A2 inverse agonism in reporter assay; HEK293T StAR-luciferase reporter, LRH-1 transfected, 24 h; O00482; inhibition, % at 3.6 µM; 0.13% of 360,000 active;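 active = inhibition above the mean inhibition of all tested compounds plus 3 SD, cut at about 73% in these data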;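 also: 0% = DMSO wells and 100% = reporter-only cells lacking LRH-1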
# NOD2-RIPK2 inh = inhibitors of human NOD2-RIPK2 interaction; inhibition, % at 4.98 µM; CHO BLA complementation NOD2-RIPK2, CCF4 ratio; 0.38% of 360,000 active; O43353; in the data active = inhibition above about 21%;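 also: 0% = vehicle only and 100% = reference blocker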
# SRC3 inh = human NCOA3 inhibition; AID 588352; HEK293 GAL4-SRC3 luciferase reporter, luminescence; Q9Y6Q9; 0.17% of 360,000 active; inhibition, % at 3.6 µM;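 active = inhibition above a per-campaign cutoff, the mean of all compounds plus 3 SD, cut at about 60% in these data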;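 also: 0% = DMSO-treated cells and 100% = gossypol-treated cells at 36 µM; higher means less SRC3-driven luciferase light from the GAL4 reporter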
# SRC1 inh = human NCOA1 inhibition | Q15788 | HEK293 GAL4-SRC1 luciferase reporter, luminescence | inhibition, % at 3.6 µM | 0.12% of 360,000 active | AID 588354;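 active = inhibition above the campaign mean plus 3 SD, with each screening campaign given its own cutoff, cut at about 60% in these data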;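 also: 0% = DMSO treated cells and 100% = gossypol at 36 µM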
# TROY NFkB inh = blocks TROY-dependent signaling in reporter cells | Q293 LMP1-TROYcd NF-kB luciferase reporter, 4 h | inhibition, % at 10 µM | 0.98% of 360,000 active | AID 1347056;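 active = compounds whose plate-normalised and pattern-corrected inhibition of the luciferase reporter signal at the single screening dose is 50% or more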
# The depositor's hits bear a star; x = not tested or not shown. This is a subset; the hit share may differ from the screen's.
# Values in the order: EBV LMP1 NFkB	C8 TRAIL sens	TLR9-MyD88 inh	TWEAK-Fn14 inh	COUP-TFII inh	SRC2 inh	LRH-1 inv ag	NOD2-RIPK2 inh	SRC3 inh	SRC1 inh	TROY NFkB inh
- CC1CC1C(=O)OCC(=O)c1c(N)n(C)c(=O)n(C)c1=O (configuration not stated)
→ -13	2	-1	6	-11	-5	-5	-13	11	17	23
- CS(=O)(=O)N1CCc2cc(C(=O)N3CCN(c4ccccc4)CC3)ccc21
→ 1	-1	-1	6	-5	14	-4	-3	-3	-28	-67
- NC(=O)c1ccc(SCC(=O)OCC(=O)N2CCCC2=O)c([N+](=O)[O-])c1
→ -1	4	-6	1	-10	11	5	-16	-15	-3	7
- Cc1ccc(C(=O)N2CCN(c3cnn(C)c(=O)c3Cl)CC2)cc1
→ -8	-1	-6	18	10	6	8	-5	13	9	4
- COc1ccc(N2CCN(C(=O)Cn3nnc(-c4ccccc4N)n3)CC2)cc1
→ -1	-5	-13	-19	16	-2	-1	7	3	3	-7
- CCn1c(SCC(=O)N2CCCCC2)nc(O)cc1=O
→ 3	-18	-2	0	-11	-1	8	-6	13	-10	4
- CC(NC(=O)c1ccccc1NC(=O)c1ccncc1)c1ccccc1 (configuration not stated)
→ 9	-6	8	12	19	-5	2	-14	7	-53	13
- Cc1ccccc1C(=O)Nc1ccnn1C1CCN(Cc2cnn(C(C)C)c2)CC1
→ -1	-6	-14	-4	-3	3	27	-4	3	4	-6
- CCN(CC)S(=O)(=O)c1ccc(NC(=O)c2ccc(Sc3nncn3C)c([N+](=O)[O-])c2)cc1
→ 0	9	0	1	0	-9	-9	5	6	1	-1
- Cc1c(NC(=S)NC(=O)CCc2ccccc2)c(=O)n(-c2ccccc2)n1C
→ -7	-8	13	0	9	-5	22	0	18	15	1
- Cc1ccc(Sc2ccc(CN3CCCC3)cc2[N+](=O)[O-])cc1
→ -4	11	1	-5	4	17	21	-12	11	-12	-53
- CCN(CC)S(=O)(=O)c1ccc(N2CCN(C)CC2)c(NC(=O)Nc2ccc(C)cc2)c1
→ -11	9	-9	35	8	-9	-27	7	-5	3	-14
- Cc1ccc(Cl)cc1N1CCN(C(=O)c2cn(C)c(=O)c3c2c2ccccc2n3C)CC1
→ 21	-4	0	16	-10	2	16	-2	4	-1	11
- COc1ccc(CN2C(=O)c3ccccc3C2OC)cc1 (configuration not stated)
→ 25	2	-11	10	1	-15	12	4	16	15	-5
- CCCCC(NC(=O)Cc1c(C)c2cc3c4c(oc3cc2oc1=O)CCCC4)C(=O)O (configuration not stated)
→ 0	8	6	-5	-4	-21	-8	-4	4	0	-4
- CCCc1c(C(=O)N/N=C(\C)c2ccc3c(c2)OCO3)nnn1-c1nonc1N
→ -4	0	5	-33	-5	20	-2	0	-49	6	-9
- Cc1cc(NS(=O)(=O)c2ccc(NC(=O)/C=C/c3c(F)cccc3Cl)cc2)no1
→ -1	2	6	3	-2	-6	-12	-2	-9	-6	3
- CCCNC1=C(N(C(C)=O)c2cccc(F)c2)C(=O)c2ccccc2C1=O
→ 10	76*	4	79*	57*	58*	79*	-12	40	28	18
- CC(/C=N/NC(=O)Cc1cccn1C)=C\c1ccccc1
→ 3	1	-9	-17	-16	-51	-17	0	-29	-19	-16
- O=C(CCCN1C(=O)CSc2ncccc21)N1CCN(Cc2ccccc2)CC1
→ -2	-13	0	-11	22	8	2	0	-2	-7	-7
- Cc1cc(C)nc(Oc2ccc(Br)cc2)n1
→ 2	-1	11	5	-10	2	-2	-7	5	4	-3
- CCC(=O)Nc1ccccc1C(=O)N1CCN(Cc2ccccc2)CC1
→ -1	-3	-3	23	4	-15	6	-8	6	0	13
- CC1CCCCC1NC(=O)C(=O)NCC1CCCO1 (configuration not stated)
→ 2	-5	2	-1	-13	3	-29	3	0	-21	x
- CCOCCCN(C(=O)c1snc(C(N)=O)c1N)C(C(=O)NCCC(C)C)c1ccc(Cl)cc1 (configuration not stated)
→ -3	-7	1	-6	-2	-25	-4	9	0	-19	7
- O=C(NCCCN1CCCC1=O)Nc1ccc(Cl)cc1Cl
→ -4	1	0	-16	4	-28	-18	-10	3	-18	-33
- Cc1ccsc1C(=O)NCC(C)(C)N1CCOCC1
→ 3	-15	-1	4	20	-23	3	-6	20	-4	-10
- Cc1ccccc1OCCn1cnc2cc([N+](=O)[O-])ccc2c1=O
→ -10	-1	-11	48	10	6	-1	-1	9	-17	-4
- COc1ccc(C(=O)Nc2cccc(C)n2)cc1S(=O)(=O)N1CCCc2ccccc21
→ 4	11	-8	37	26	27	-1	-1	27	19	17
- Cc1nc2ccccc2c(=O)n1/N=C/c1ccc(O)cc1O
→ -8	-4	-6	13	-21	-17	12	-10	11	8	-10
- COc1ccc(NC(=O)N(C)C[C@H]2Oc3ccc(NC(=O)Cn4cnnn4)cc3C(=O)N([C@H](C)CO)C[C@@H]2C)cc1
→ 3	5	-3	7	6	-30	-25	-2	6	3	-15
- Cc1ccc(S(=O)(=O)Nc2c(C)nc3nc[nH]n3c2=O)c(C)c1
→ -1	1	-7	-6	15	4	-11	-3	6	6	-2
- COc1ccc(S(=O)(=O)N(C)C[C@H]2Oc3ncc(-c4ccncc4)cc3C(=O)N([C@@H](C)CO)C[C@@H]2C)cc1
→ 1	-18	3	1	6	-14	0	-4	2	-2	-14
- COCC1CCN(C(=O)c2ccc(OC)c(OC3CCN(C(C)C)CC3)c2)CC1
→ -5	5	-23	-11	1	-7	8	-3	-21	-33	-28
- CC(C)c1ncc(S(=O)(=O)c2ccc(C(F)(F)F)cn2)c(N)n1
→ 2	12	7	2	-3	-22	-9	0	12	10	16
- CC(C)CC(=O)NCc1ccc(F)cc1
→ 3	-6	1	-28	2	1	4	5	-4	-6	17
- Cc1ccc(CCNS(=O)(=O)c2cc3c(cc2C)NC(=O)CO3)cc1
→ -4	-12	3	8	2	-9	-5	-16	-11	1	-1
- CCOC(=O)c1sc(/N=C/N(C)C)nc1C
→ 9	-7	5	-8	19	8	6	-12	8	-18	-4
- CC1CCN(C(=O)CCNC(=O)c2ccccc2)CC1
→ -3	-5	2	17	-37	-44	-27	-9	-19	-25	-36
- CCc1nnc(SCC(=O)NC2CCCC2)nc1CC
→ 12	-8	-5	-5	11	-1	7	2	0	2	-4
- CCOC(=O)c1ccccc1N/C=C/C(=O)c1cccs1
→ -10	6	-3	0	-11	-55	-74	-1	-37	-44	34
- Cn1c(NCc2cc(Br)ccc2O)nc2ccccc21
→ 26	7	4	-5	-7	-61	-28	11	6	-18	-30
- Cc1cc(C)c(S(=O)(=O)NCc2cccnc2)cc1C
→ -10	-5	-3	9	6	-21	-3	-5	1	6	8
- O=C(NN1C(=O)NC2(CCCCC2)C1=O)c1ccc(-c2ccccc2Cl)o1
→ -4	-9	-7	-5	-5	13	4	2	-27	-21	7
- CCCNS(=O)(=O)c1ccc(NC(=O)c2ccccn2)cc1
→ 6	-3	-8	2	-43	-28	-69	-8	-47	-51	-2
- Cc1nc(N2CCCC2)c2ccsc2n1
→ -3	4	3	-24	6	26	-10	-6	10	-6	-5
- CCc1ccc(-c2cc(C(=O)NCc3ccccn3)c3ccccc3n2)cc1
→ -7	60*	-16	6	-14	-40	-33	2	-14	-35	-42
- Nc1nnc(-c2ccccc2[N+](=O)[O-])o1
→ 4	-5	-17	8	8	16	-17	2	1	-1	15
- COc1cc(CN2CCN(c3ccccc3F)CC2)c([N+](=O)[O-])cc1OC
→ 1	-1	-2	5	20	14	1	-3	5	-38	-6
- O=c1onc(-c2ccc(Cl)cc2Cl)n1-c1cccnc1
→ 5	-11	0	-4	-1	-5	-14	-6	1	-47	13
- CN(C)c1ccc(NC(=O)c2cccc([N+](=O)[O-])c2)c2ccccc12
→ 5	-3	-2	18	10	-50	3	-11	8	3	-2
- CCCCN(C(=O)CCC(=O)Nc1cc(C)on1)C(C(=O)NC1CCCC1)c1ccc(OC)cc1 (configuration not stated)
→ -1	-5	1	16	4	-2	13	2	-11	-11	6
- CC1CN(C(=O)CSc2nnc(-c3ccccc3)o2)CC(C)O1 (configuration not stated)
→ -5	5	-7	-4	4	10	2	3	-5	-9	20
- Cc1cnc(-c2nnc(N(C)C(=O)C3CCCO3)s2)cn1 (configuration not stated)
→ -5	6	-3	-6	-18	-8	-33	-5	-29	-26	3
- Cc1nc2ccc(NC(=O)CCS(=O)(=O)c3ccc(Cl)cc3)cc2s1
→ 4	8	-8	4	8	11	11	1	26	-15	7
- O=C(CSc1nnc(-c2cccnc2)o1)Nc1ccccc1F
→ -4	6	-6	10	-31	-67	-121	0	-34	-72	-13
- Cc1cccc(/C=C2\Sc3ccc(C(=O)N4CCC(C(N)=O)CC4)cc3N(C)C2=O)c1
→ 5	7	1	4	18	-12	-12	-5	-2	-3	-11
- CCOC(=O)C(=CNc1ccccc1Cl)C(=O)OCC
→ -1	-3	2	-4	9	14	-8	3	-3	-2	-2
- COC(=O)C[C@H]1C=C[C@H](NC(=O)c2cccc(F)c2)[C@@H](CO)O1
→ x	-9	x	x	-3	-3	-4	-7	x	x	x
- Cc1ccc(Nc2nc3ccccc3s2)c(C)c1
→ -25	55*	-5	34	-35	-32	-76	-2	-81	-107	0
- C/C(=N/NS(=O)(=O)c1ccc(Cl)cc1)c1ccc2c(c1)OCO2
→ 4	-10	-6	-13	21	13	12	-5	14	18	0

# Next compounds:
# Values in the order: EBV LMP1 NFkB	C8 TRAIL sens	TLR9-MyD88 inh	TWEAK-Fn14 inh	COUP-TFII inh	SRC2 inh	LRH-1 inv ag	NOD2-RIPK2 inh	SRC3 inh	SRC1 inh	TROY NFkB inh
- O=c1c(C(c2ccc(O)cc2)c2c(O)nc3n(c2=O)CCS3)c(O)nc2n1CCS2
→ 0	-6	-6	27	3	-29	1	-4	0	0	16
- O=C(NCCC1CCCCN1S(=O)(=O)c1ccccc1)C(=O)NCc1ccc(F)cc1 (configuration not stated)
→ -4	-1	-1	-6	-9	4	-11	5	6	16	1
- CCCNC(=O)c1ccccc1NS(=O)(=O)c1ccc(OC)c(OC)c1
→ -10	-11	4	3	3	-3	15	0	0	14	-2
- N#CC1=C(SCC(N)=O)NC(=O)CC1c1ccccc1Cl (configuration not stated)
→ -1	-8	12	-2	-17	-18	20	-15	0	-9	-1
- COc1ccc2cc(C[C@@H]3CC[C@@H](CO)O3)ccc2c1
→ -15	14	0	-28	-26	-52	-130	0	-122	-114	-46
- Cc1nc2ccccn2c1C(=O)CSc1cccc(Cl)c1
→ 2	-6	10	-3	-21	-7	-6	8	11	3	7
- CC[C@]1(C(=O)OC)[C@H]2C(=O)N(Cc3ccccc3)C(=O)[C@H]2[C@H]2CN=C(SC)N21
→ 1	0	10	2	-5	1	13	7	-10	-14	2
- CN1/C(=C\C(=S)Nc2ccccc2)C(C)(C)c2ccccc21
→ 18	5	0	11	13	6	21	-13	8	-18	14
- NC(=O)N/N=C/c1ccc(OCc2cccc(Cl)c2)cc1
→ -2	-4	6	-17	-13	-35	-6	4	2	1	-45
- COc1cc(OC)c2ccc(=O)oc2c1C(CCN1CCN(c2ccccc2)CC1)c1ccc(N(C)C)cc1 (configuration not stated)
→ -1	9	-64	-1	7	-9	4	-4	-7	1	-17

# Assay outcomes: PubChem BioAssay, several laboratories
